VLA-4 inh: inhibition in a human VLA-4 binding assay | P13612 | VLA-4 expressing cells, ligand binding flow cytometry | inhibition, % (about 7 µM as worked out from the volumes in the protocol) | 0.2% of 330,000 active | AID 2557; in the data active = inhibition above about 50%
Target sequence (P13612 whole entry, looked up): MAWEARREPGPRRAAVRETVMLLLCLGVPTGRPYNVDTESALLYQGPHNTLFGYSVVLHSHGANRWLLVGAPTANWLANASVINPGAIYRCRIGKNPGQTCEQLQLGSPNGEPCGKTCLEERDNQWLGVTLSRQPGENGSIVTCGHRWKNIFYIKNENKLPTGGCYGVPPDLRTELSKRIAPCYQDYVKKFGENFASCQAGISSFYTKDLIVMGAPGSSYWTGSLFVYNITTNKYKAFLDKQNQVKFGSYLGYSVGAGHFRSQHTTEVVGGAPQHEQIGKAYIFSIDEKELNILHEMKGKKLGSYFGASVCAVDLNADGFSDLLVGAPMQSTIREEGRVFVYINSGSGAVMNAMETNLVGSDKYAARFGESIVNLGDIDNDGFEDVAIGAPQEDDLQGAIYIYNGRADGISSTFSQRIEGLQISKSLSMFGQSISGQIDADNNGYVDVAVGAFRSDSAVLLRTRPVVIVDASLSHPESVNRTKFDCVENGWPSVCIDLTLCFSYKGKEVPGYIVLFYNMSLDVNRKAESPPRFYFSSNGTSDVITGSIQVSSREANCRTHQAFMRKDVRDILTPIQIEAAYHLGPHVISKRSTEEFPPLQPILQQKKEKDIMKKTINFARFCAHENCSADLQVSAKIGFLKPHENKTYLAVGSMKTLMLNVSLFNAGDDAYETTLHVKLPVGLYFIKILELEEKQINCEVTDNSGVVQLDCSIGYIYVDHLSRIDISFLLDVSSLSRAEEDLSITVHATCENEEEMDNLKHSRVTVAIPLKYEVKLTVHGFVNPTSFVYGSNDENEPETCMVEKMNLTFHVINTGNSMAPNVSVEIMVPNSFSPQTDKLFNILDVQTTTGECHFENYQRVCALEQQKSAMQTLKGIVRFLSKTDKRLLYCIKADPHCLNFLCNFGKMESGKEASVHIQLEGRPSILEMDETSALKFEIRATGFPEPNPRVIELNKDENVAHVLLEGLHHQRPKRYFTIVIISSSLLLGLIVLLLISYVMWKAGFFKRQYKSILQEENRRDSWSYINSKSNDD
RPL19A TOR yeast: yeast TOR pathway RPL19A-GFP modulation. S. cerevisiae RPL19A-GFP strain, flow cytometry, 3 h; hits give low values. percent response vs DMSO, % at 10 µM. 0.3% of 330,000 active;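 active = percent response vs DMSO below 50%; inconclusive = fewer than 70 events counted for the yeast strain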;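 also: median channel GFP fluorescence of the barcoded RPL19A-GFP strain; ratio of sample median GFP to plate DMSO average so 100% = DMSO; lower means less RPL19A-GFP as with rapamycin TOR inhibition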
GRK2 aptamer HTS: inhibitors of human GRK2 displacing RNA aptamer. P25098. bead flow cytometry, FAM-aptamer displacement from GRK2. inhibition of aptamer binding, % at 10 µM. 0.59% of 330,000 active. AID 488847;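 active = inhibition of aptamer binding above 40%, roughly 3 SD of noise, on plates passing a quality check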;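 also: median bead fluorescence of bound FAM aptamer so fluorescent compounds give negative values; no value below 0 was filed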
LAP4 TOR yeast: yeast TOR pathway LAP4-GFP modulation; GFP response vs DMSO, % at 10 µM; S. cerevisiae LAP4-GFP multiplex, flow cytometry GFP, 3 h; median GFP as percent of DMSO wells; 0.34% of 320,000 active;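 active = GFP response vs DMSO above a set limit, about the screen mean plus 3 SD, cut at about 150% in these data; inconclusive = under 70 cell events counted for the yeast strain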
Yeast superoxide: lowers age-related superoxide in aged yeast cells | 0.18% of 330,000 active | superoxide response (% of plate mean), % at 10 µM | S. cerevisiae aged cells, superoxide DHE fluorescence; hits give low values | AID 2690;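 active = superoxide response under a set limit, about three screen SD below normal, cut at about 65% in these data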;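 also: yeast aged for seven days with compound at 30 °C before DHE staining; 100% = average MFI of all compound-treated wells on the plate with controls excluded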
CIT2-GFP yeast: modulators of TOR pathway CIT2-GFP in S. cerevisiae | 0.065% of 320,000 active | S. cerevisiae CIT2-GFP strain, flow cytometry, 3 h; 100 means same as DMSO wells | GFP response vs DMSO, % at 10 µM;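 active = GFP response relative to DMSO above a set limit, near the screen mean plus 3 SD, cut at about 150% in these data; inconclusive = Fewer than 70 cells measured for a yeast strain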;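 also: ratio of well median GFP fluorescence to mean of DMSO wells on the plate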
AGP1 TOR yeast: yeast TOR pathway AGP1-GFP modulation; 0.02% of 320,000 active; S. cerevisiae AGP1-GFP multiplex flow cytometry, 3 h; GFP as percent of DMSO wells; AID 2066; GFP response vs DMSO, % at 10 µM;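 active = GFP response relative to DMSO above a set limit, near screen average plus 3 SD, cut at about 150% in these data; inconclusive = fewer than 70 cells counted for the yeast strain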;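 also: median GFP channel fluorescence of the gated AGP1 strain per well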
MEP2-GFP yeast: yeast TOR pathway MEP2-GFP modulation; S. cerevisiae MEP2-GFP strain, flow cytometry GFP, 3 h; 100% = DMSO control level; GFP response vs DMSO, % at 10 µM; 0.51% of 330,000 active;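 active = GFP response versus DMSO above a set limit, roughly screen mean plus 3 SD, cut at about 180% in these data; inconclusive = fewer than 70 cells counted for a yeast strain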;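 also: median GFP fluorescence of the barcode-gated MEP2-GFP cells per well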
* = called active by the depositor.

How did Cc1cccc(N(CC(=O)NCCC2=CCCCC2)S(C)(=O)=O)c1C do in these assays?
VLA-4 inh: 6; GRK2 aptamer HTS: 2; LAP4 TOR yeast: 103; Yeast superoxide: 95; CIT2-GFP yeast: 109; AGP1 TOR yeast: 108; MEP2-GFP yeast: 104

What do the screens show for `CCC1(C(=O)OC)CCc2c(cc(OC)c3ccccc23)C1=O` (stereo unspecified)?
VLA-4 inh: -12; RPL19A TOR yeast: inconclusive; GRK2 aptamer HTS: 0; LAP4 TOR yeast: inconclusive; Yeast superoxide: 96; CIT2-GFP yeast: inconclusive; AGP1 TOR yeast: inconclusive; MEP2-GFP yeast: inconclusive

Results for C[C@H](CO)N1C[C@H](C)[C@@H](CN(C)S(=O)(=O)c2cn(C)cn2)Oc2c(NS(=O)(=O)c3ccccc3)cccc2C1=O ?
VLA-4 inh: 24; RPL19A TOR yeast: 94; GRK2 aptamer HTS: 11; LAP4 TOR yeast: 88; Yeast superoxide: 103; CIT2-GFP yeast: 93; AGP1 TOR yeast: 90; MEP2-GFP yeast: 97

Results for O=C(NCC(c1cccs1)N1CCOCC1)c1ccc(Br)o1 (stereo unspecified) ?
VLA-4 inh: -6; RPL19A TOR yeast: 98; GRK2 aptamer HTS: 14; LAP4 TOR yeast: 94; Yeast superoxide: 107; CIT2-GFP yeast: 99; AGP1 TOR yeast: 101; MEP2-GFP yeast: 98

Results for N#CCSc1nnc(COc2cccc3ccccc23)n1-c1cccc(Cl)c1 ?
VLA-4 inh: 8; RPL19A TOR yeast: 105; GRK2 aptamer HTS: 1; LAP4 TOR yeast: 102; Yeast superoxide: 136; CIT2-GFP yeast: 109; AGP1 TOR yeast: 112; MEP2-GFP yeast: 100

What do the screens show for `CCOC(=O)c1cc(CC)sc1NC(=O)Cc1ccsc1`?
VLA-4 inh: 20; RPL19A TOR yeast: 97; GRK2 aptamer HTS: 0; LAP4 TOR yeast: 100; Yeast superoxide: 100; CIT2-GFP yeast: 78; AGP1 TOR yeast: 90; MEP2-GFP yeast: 90

What do the screens show for `Cc1noc(C)c1COc1ccccc1C(=O)Nc1cccc(S(=O)(=O)N(C)C)c1`?
VLA-4 inh: 2; RPL19A TOR yeast: 105; GRK2 aptamer HTS: 0; LAP4 TOR yeast: 97; Yeast superoxide: 99; CIT2-GFP yeast: 107; AGP1 TOR yeast: 110; MEP2-GFP yeast: 102

How did O=C(O)CCC(=O)NCc1cn(-c2ccccc2)nc1-c1cccc(Br)c1 do in these assays?
VLA-4 inh: 20; RPL19A TOR yeast: 100; GRK2 aptamer HTS: 7; LAP4 TOR yeast: 97; Yeast superoxide: 110; CIT2-GFP yeast: 97; AGP1 TOR yeast: 98; MEP2-GFP yeast: 100

Results for COc1ccc(-n2nc3c(c2NC(=O)c2ccc(Br)cc2)CS(=O)C3)cc1 (stereo unspecified) ?
VLA-4 inh: 8; RPL19A TOR yeast: 103; GRK2 aptamer HTS: 0; LAP4 TOR yeast: 101; Yeast superoxide: 102; CIT2-GFP yeast: 103; AGP1 TOR yeast: 100; MEP2-GFP yeast: 108

What do the screens show for `COc1ccccc1C1C=C(c2ccc(Cl)cc2)Nc2nc(NS(C)(=O)=O)nn21` (stereo unspecified)?
VLA-4 inh: 10; RPL19A TOR yeast: 107; GRK2 aptamer HTS: 1; LAP4 TOR yeast: 106; Yeast superoxide: 115; CIT2-GFP yeast: 113; AGP1 TOR yeast: 103; MEP2-GFP yeast: 113

Results for COC(=O)C1Sc2[nH]c(=O)sc2C2c3ccccc3OC(=O)C12 (stereo unspecified) ?
VLA-4 inh: -3; RPL19A TOR yeast: 101; GRK2 aptamer HTS: 3; LAP4 TOR yeast: 102; Yeast superoxide: 120; CIT2-GFP yeast: 100; AGP1 TOR yeast: 103; MEP2-GFP yeast: 103

How did S=c1[nH]nc(-c2ccccc2)o1 do in these assays?
VLA-4 inh: 24; RPL19A TOR yeast: 94; GRK2 aptamer HTS: 0; LAP4 TOR yeast: 107; Yeast superoxide: 97; CIT2-GFP yeast: 84; AGP1 TOR yeast: 96; MEP2-GFP yeast: 96

What do the screens show for `Cc1cccc(COc2ccc(/C=C3/C(=O)N(C)C(=S)N3C)cc2)c1`?
VLA-4 inh: -4; RPL19A TOR yeast: 104; GRK2 aptamer HTS: 3; LAP4 TOR yeast: 101; Yeast superoxide: 113; CIT2-GFP yeast: 101; AGP1 TOR yeast: 95; MEP2-GFP yeast: 101

What do the screens show for `CCN(CC)CCNC(=O)c1ccc(NC(=O)C2CC(=O)N(c3ccc4c(c3)OCCO4)C2)cc1` (stereo unspecified)?
VLA-4 inh: 13; RPL19A TOR yeast: 86; GRK2 aptamer HTS: 0; LAP4 TOR yeast: 93; Yeast superoxide: 98; CIT2-GFP yeast: 83; AGP1 TOR yeast: 92; MEP2-GFP yeast: 93

Results for CCC(=O)N/C(N)=N/c1nc2ccccc2o1 ?
VLA-4 inh: 13; RPL19A TOR yeast: 87; GRK2 aptamer HTS: 2; LAP4 TOR yeast: 176*; Yeast superoxide: 73; CIT2-GFP yeast: 92; AGP1 TOR yeast: 100; MEP2-GFP yeast: 110

What do the screens show for `CN(C)S(=O)(=O)c1ccc(Cl)c(NC(=O)CN2CCC(Cc3ccccc3)CC2)c1`?
VLA-4 inh: 16; RPL19A TOR yeast: 98; GRK2 aptamer HTS: 3; LAP4 TOR yeast: 102; Yeast superoxide: 110; CIT2-GFP yeast: 93; AGP1 TOR yeast: 95; MEP2-GFP yeast: 94

How did Cc1ccccc1OCC(=O)NCCC1=CCCCC1 do in these assays?
VLA-4 inh: 11; RPL19A TOR yeast: 109; GRK2 aptamer HTS: 3; LAP4 TOR yeast: 104; Yeast superoxide: 101; CIT2-GFP yeast: 106; AGP1 TOR yeast: 101; MEP2-GFP yeast: 106

How did COc1ccc([C@@H]2[C@@H]3C(=O)N(C(C)(C)C)C(=O)[C@@H]3[C@]3(Cc4ccccc4)C(=O)N(c4ccc(Br)cc4)C(=O)N23)cc1 do in these assays?
VLA-4 inh: 17; RPL19A TOR yeast: 93; GRK2 aptamer HTS: 0; LAP4 TOR yeast: 109; Yeast superoxide: 104; CIT2-GFP yeast: 63; AGP1 TOR yeast: 71; MEP2-GFP yeast: 88

Results for Cc1ccc(OCCn2c(=S)[nH]c3ccccc32)c(C(C)C)c1 ?
VLA-4 inh: -18; RPL19A TOR yeast: 94; GRK2 aptamer HTS: 4; LAP4 TOR yeast: 102; Yeast superoxide: 100; CIT2-GFP yeast: 85; AGP1 TOR yeast: 93; MEP2-GFP yeast: 100

Results for Cc1noc(C)c1S(=O)(=O)N1CCC(C(=O)NCCN2CCC(C)CC2)CC1 ?
VLA-4 inh: -1; RPL19A TOR yeast: 97; GRK2 aptamer HTS: 0; LAP4 TOR yeast: 100; Yeast superoxide: 96; CIT2-GFP yeast: 98; AGP1 TOR yeast: 106; MEP2-GFP yeast: 102

Continued, starting with the last 2 of the part before.
Results for Cc1ccc(OCCn2c(=S)[nH]c3ccccc32)c(C(C)C)c1 ?
VLA-4 inh: -18; RPL19A TOR yeast: 94; GRK2 aptamer HTS: 4; LAP4 TOR yeast: 102; Yeast superoxide: 100; CIT2-GFP yeast: 85; AGP1 TOR yeast: 93; MEP2-GFP yeast: 100

Results for Cc1noc(C)c1S(=O)(=O)N1CCC(C(=O)NCCN2CCC(C)CC2)CC1 ?
VLA-4 inh: -1; RPL19A TOR yeast: 97; GRK2 aptamer HTS: 0; LAP4 TOR yeast: 100; Yeast superoxide: 96; CIT2-GFP yeast: 98; AGP1 TOR yeast: 106; MEP2-GFP yeast: 102

Results for Cn1c(=O)n(C)c2cc(/C=C3/SC(=O)N(CC(=O)N4CCOCC4)C3=O)ccc21 ?
VLA-4 inh: 6; RPL19A TOR yeast: 103; GRK2 aptamer HTS: 1; LAP4 TOR yeast: 100; Yeast superoxide: 93; CIT2-GFP yeast: 105; AGP1 TOR yeast: 105; MEP2-GFP yeast: 110

How did Cc1c(C)n(Cc2ccc(F)cc2)c2ccc(C(=O)NCCCN3CCOCC3)cc12 do in these assays?
VLA-4 inh: 1; RPL19A TOR yeast: 108; GRK2 aptamer HTS: 0; LAP4 TOR yeast: 99; Yeast superoxide: 90; CIT2-GFP yeast: 114; AGP1 TOR yeast: 116; MEP2-GFP yeast: 114

Results for CCC(Sc1nncn1C)C(=O)Nc1nnc(-c2ccccc2Cl)s1 (stereo unspecified) ?
VLA-4 inh: -8; RPL19A TOR yeast: 91; GRK2 aptamer HTS: 0; LAP4 TOR yeast: 94; Yeast superoxide: 116; CIT2-GFP yeast: 83; AGP1 TOR yeast: 89; MEP2-GFP yeast: 92

What do the screens show for `C=C(C)CN(CC)C(=O)CN1C(=O)NC2(CCCc3ccccc32)C1=O` (stereo unspecified)?
VLA-4 inh: 14; RPL19A TOR yeast: 105; GRK2 aptamer HTS: 0; LAP4 TOR yeast: 96; Yeast superoxide: 96; CIT2-GFP yeast: 97; AGP1 TOR yeast: 105; MEP2-GFP yeast: 100

How did CCOC(=O)c1ccc(-c2csc(NC(=O)CN3CCC(C)CC3)n2)cc1 do in these assays?
VLA-4 inh: 2; RPL19A TOR yeast: 95; GRK2 aptamer HTS: 0; LAP4 TOR yeast: 107; Yeast superoxide: 87; CIT2-GFP yeast: 95; AGP1 TOR yeast: 97; MEP2-GFP yeast: 99

How did CC1(c2ccc3c(c2)OCO3)NC(=O)N(CC(=O)NCCC2=CCCCC2)C1=O (stereo unspecified) do in these assays?
VLA-4 inh: -2; RPL19A TOR yeast: 97; GRK2 aptamer HTS: 3; LAP4 TOR yeast: 94; Yeast superoxide: 95; CIT2-GFP yeast: 97; AGP1 TOR yeast: 106; MEP2-GFP yeast: 101

Results for CCOC(=O)NC(CC(=O)O)c1ccc(OC)c(OC)c1 (stereo unspecified) ?
VLA-4 inh: 16; RPL19A TOR yeast: 100; GRK2 aptamer HTS: 0; LAP4 TOR yeast: 110; Yeast superoxide: 104; CIT2-GFP yeast: 99; AGP1 TOR yeast: 100; MEP2-GFP yeast: 102

How did O=C(CCc1nc2ccccc2c(=O)[nH]1)OCCOc1ccc(Cl)cc1 do in these assays?
VLA-4 inh: 6; RPL19A TOR yeast: 98; GRK2 aptamer HTS: 0; LAP4 TOR yeast: 90; Yeast superoxide: 100; CIT2-GFP yeast: 96; AGP1 TOR yeast: 98; MEP2-GFP yeast: 97

What do the screens show for `CCOC(=O)c1ccc(N2C(=O)c3n[nH]c(C)c3C2c2ccccn2)cc1` (stereo unspecified)?
VLA-4 inh: 25; RPL19A TOR yeast: 98; GRK2 aptamer HTS: 0; LAP4 TOR yeast: 100; Yeast superoxide: 83; CIT2-GFP yeast: 99; AGP1 TOR yeast: 104; MEP2-GFP yeast: 108

What do the screens show for `COC(=O)[C@]1(C)N[C@H](CN(C)C(=O)NC(C)C)[C@@H]2C(=O)N(C)C(=O)[C@@H]21`?
VLA-4 inh: 27; RPL19A TOR yeast: 92; GRK2 aptamer HTS: 0; LAP4 TOR yeast: 91; Yeast superoxide: 109; CIT2-GFP yeast: 98; AGP1 TOR yeast: 94; MEP2-GFP yeast: 88

Results for CN(CC(=O)Nc1ccccc1Cl)C(=O)COC(=O)c1cccs1 ?
VLA-4 inh: 5; RPL19A TOR yeast: 94; GRK2 aptamer HTS: 0; LAP4 TOR yeast: 99; Yeast superoxide: 122; CIT2-GFP yeast: 93; AGP1 TOR yeast: 101; MEP2-GFP yeast: 90

How did COCC1CCN(C(=O)C2CCC(=O)N(Cc3ccc(Cl)cc3)C2)CC1 (stereo unspecified) do in these assays?
VLA-4 inh: -1; RPL19A TOR yeast: 89; GRK2 aptamer HTS: 4; LAP4 TOR yeast: 88; Yeast superoxide: 93; CIT2-GFP yeast: 88; AGP1 TOR yeast: 88; MEP2-GFP yeast: 80

Screening data from PubChem BioAssay.
